Growth percent in the NCI-60 one-dose screen (48 h, 10 µM unless noted): 100 = growth as untreated, 0 = no growth, -100 = all killed.
MALME-3M = MALME-3M melanoma. hit rate 5.8% among 78,000. AID 1794766
HS 578T = HS 578T breast cancer; hit rate 4.1% among 78,000
LOX IMVI = LOX IMVI melanoma; hit rate 7.4% among 79,000
UACC-257 = UACC-257 melanoma; hit rate 4.4% among 78,000
BT-549 = BT-549 breast cancer | hit rate 4.4% among 78,000 | AID 1794793
MCF7 = MCF7 breast cancer; hit rate 6.3% among 82,000
UACC-62 = UACC-62 melanoma; hit rate 5.4% among 81,000
T-47D = T-47D breast cancer; hit rate 5% among 79,000
* marks the source's active call; other numbers are inactive results; . = no result given; & = joins results of further samples. The calls were made as follows: active = growth percent below 10; inactive = the rest. Not a hit list (roughly 11% active in at least one column).

SMILES	MALME-3M	HS 578T	LOX IMVI	UACC-257	BT-549	MCF7	UACC-62	T-47D
O=C(NCc1ccc(Cn2c(=O)sn(-c3ccc(Cl)cc3)c2=O)cc1)OCc1ccc2c(Cl)cc(Cl)c(O)c2n1	78	70	32	78	61	50	33	60
CN(C)C1CCC(NC2=CC(=O)C(NC3CCC(N(C)C)CC3)=CC2=O)CC1 (stereo unspecified)	114	106	103	.	109	94	110	109
COc1ccc(-c2cc(-c3ccc(N(C)C)cc3)nc(NC(=O)c3cccnc3)n2)cc1	120	104	97	120	119	82	95	86
CC(=O)NNc1ccc([N+](=O)[O-])cc1	118	.	97	116	114	110	114	104
Cc1nn(-c2nc(-c3ccccc3)c(C#N)c(=O)n2C)c(C)c1N=Nc1ccc(S(N)(=O)=O)cc1	105	92	99	104	106	103	97	90
O=C(O)CCC(NC(=O)C1CCCCC1C(=O)O)C(=O)O (stereo unspecified)	88	123	108	107	104	93	106	.
CCOC(=O)Nc1ccc(-c2nc(-c3cccc(O)c3)c(-c3ccnc(Br)c3)[nH]2)cc1	32	-2.1*	14	39	35	14	24	14
COc1ccc(CCN2C(=O)/C(=C/c3csc(C#N)n3)SC2=S)cc1OC	2.6*	66	-63*	13	25	-16*	47	-7.6*
COCCOCCOCCOC(C)=O	98	97	98	96	97	94	99	90
COc1ccc(C(=O)C2CC2c2ccc(Cl)cc2)cc1 (stereo unspecified)	95	82	91	94	57	103	85	81
O=C(CSc1nc2ccccc2c(=O)[nH]1)NNC(=O)c1ccc([N+](=O)[O-])cc1	96	100	99	102	114	94	88	88
COc1ccc(NC(=O)Cn2cc(CSc3nc4ccccc4o3)nn2)cc1	108	103	101	108	104	99	86	101
COc1ccc(-c2c3c(nn2-c2ccc(N)cc2)CCc2cnoc2-3)cc1	86	.	87	102	68	87	85	65
COc1ccc(C(=O)C2=Cc3cc4ccccc4n3Cc3cnnn32)cc1	113	.	105	75	95	96	82	102
O=C(O)c1ccccc1Nc1ccccc1	97	98	103	93	101	92	101	88
c1ccc(CSc2ncnc3c2ncn3C2CCCCO2)cc1 (stereo unspecified)	218	.	99	94	105	100	98	100
O=C(NCCBr)OCc1ccccc1	87	106	96	90	103	98	111	102
COc1cc(-c2ccc[nH]2)[nH]c1/C=C1\N=C(C)C(C(=O)CCCCCCCCC(=O)Nc2ccc(-c3c4nc(c(-c5ccccc5)c5ccc([nH]5)c(-c5ccccc5)c5nc(c(-c6ccccc6)c6ccc3[nH]6)C=C5)C=C4)cc2)=C1C	114	102	97	.	106	94	110	110
O=C1c2ccccc2C(=O)N1[C@@H]1C(=O)N2CCS[C@]12C(=O)OCc1ccccc1	112	105	101	105	122	96	99	105
CC(=O)OC1C(OC(C)=O)C(OC(C)=O)C(OC(C)=O)C(OC(C)=O)C1OC(C)=O (stereo unspecified)	94	109	104	97	99	96	96	98
CN(O)c1nc(N(C)O)nc(N2CCOCC2)n1	49	76	25	30	61	16	29	41
BrC1=C(Br)C(Br)(Br)C(Br)=C1Br	106	118	45	85	89	50	71	78
COc1cc(/C=C2\Oc3cc(O)ccc3C2=O)cc(OC)c1OC	159	98	98	85	243	126	79	99
Cc1ccc(COc2ccc(Nc3ncnc4onc(-c5ccccc5)c34)cc2)cc1	109	100	99	84	97	86	78	100
COc1ccc(Br)c(C(=O)Sc2nnnn2-c2cccc(Cl)c2)c1	83	112	100	107	100	92	91	102
(list continues)
SMILES	MALME-3M	HS 578T	LOX IMVI	UACC-257	BT-549	MCF7	UACC-62	T-47D
COc1cccc(/C=C/c2c(C(=O)c3ccccc3)c(=O)[nH]c3ccccc23)c1	116	88	97	87	83	99	73	64
Cc1ccc(Nc2c(C(N)=O)cnc3ccc(S(=O)(=O)Nc4cc(C)on4)cc23)cc1	108	104	96	101	105	94	92	93
CCOC(=O)C1=C(c2ccccc2)N=C2SC=C(c3cccc([N+](=O)[O-])c3)N2C1c1ccc(Br)cc1 (stereo unspecified)	90	80	61	69	88	65	49	73
N/C(=N\c1nc2ccccc2s1)NC(=O)NCCCCCCO	54	.	.	29	21	30	49	9.9*
O=[N+]([O-])c1ccc2nc[nH]c2c1	104&101	97&124	97&105	92&108	90&106	111&104	108&101	106&94
Cn1nc(C(F)(F)F)cc1-c1cc(Cl)c(COc2ccc(Cl)cc2)c(-c2ccc(Cl)c(C(F)(F)F)c2)c1O	-52*	.	.	-31*	-52*	-14*	-86*	13
Nc1cc(S(N)(=O)=O)ccc1O	97	133	91	.	108	96	100	106
Nc1n[nH]c2ccc([C@@H]3Nc4ccc5cn[nH]c5c4[C@H]4C5CCC(C5)[C@@H]34)cc12 (stereo partly specified)	52	21	32	73	21	15	39	57
COc1ccc(/C=C/C(=O)c2ccc(OC)c(S(=O)(=O)NNC(=O)c3ccncc3)c2)cc1	109	97	93	102	106	94	100	99
COc1ccc2c(c1)C(C)Cc1c(Cl)nc(-c3ccccc3)nc1N2C (stereo unspecified)	95	86	105	89	.	89	82	82
C#CC(C)(O)C(C)(C)C (stereo unspecified)	128	106	105	104	118	105	113	104
Cc1ccc(C=C2C(=O)NC(=O)NC2=O)cc1	101	105	99	94	104	99	102	113
Nc1nc2c(c(=O)[nH]1)C(c1ccc(Cl)cc1)C=C(C(=O)O)N2 (stereo unspecified)	119	97	.	122	107	98	112	109
Nc1ccc(Sc2ccc(N)cc2S(=O)(=O)O)c(S(=O)(=O)O)c1	99	.	86	110	.	94	92	89
CCn1c(Sc2nnc(/N=C3\NC(=O)/C(=C/c4ccc([N+](=O)[O-])cc4)S3)s2)nc2c1c(=O)n(C)c(=O)n2C	99	93	102	94	96	105	95	97
O=S(=O)(O)Sc1ccccc1	101	105	98	102	104	106	.	96
Cc1c(C)c(C)c(C(=O)C[n+]2ccccc2)c(C)c1C	86	.	96	.	115	93	107	101
C=C1C(=O)O[C@H]2[C@H]1CC/C(COC(=O)NCC(C)c1ccc(CC(C)C)cc1)=C\CC[C@@]1(C)O[C@@H]21 (stereo partly specified)	-63*	16	-84*	56	-42*	14	-38*	-50*
C=C(C)COC(=O)c1ccccc1	95	97	95	96	103	105	93	96
CCOC(=O)C(Br)=P(c1ccccc1)(c1ccccc1)c1ccccc1	94	119	101	99	117	111	93	98
COc1ccc(OC)c(/C=C/c2ccc([N+](=O)[O-])cc2)c1	109	90	95	117	106	61	75	84
O=C(/C=C/c1ccccc1)CC(c1ccccc1)N1CCOCC1 (stereo unspecified)	138	.	-92*	99	-79*	11	85	81
COC(=O)c1c(I)cccc1[N+](=O)[O-]	.	112	93	111	120	116	106	103
CSc1nc(N)c2c(n1)NC(c1ccc(Cl)cc1)C1CCc3ccccc3C1=N2 (stereo unspecified)	111	.	85	123	111	86	102	85
CC(C)(C)NCC(O)c1ccc(O)c(CO)c1 (stereo unspecified)	99	113	101	105	91	98	108	103
The list continues:
SMILES	MALME-3M	HS 578T	LOX IMVI	UACC-257	BT-549	MCF7	UACC-62	T-47D
Cc1ccsc1[C@@H]1C[C@@H]2Cc3cc(F)ccc3N1O2	.	.	103	96	104	100	93	88
N#Cc1c(N=Cc2ccc(Cl)cc2)n[nH]c1Nc1ccccc1	101	95	106	109	.	90	87	104
O=C1c2cccnc2C(=O)c2nc3cc(N4CCN(C5CC5)CC4)ccc3nc21	-100*	-37*	-47*	-84*	-94*	-56*	-99*	22
O=C(CN1CCCCC1)Sc1nnc2sc3ccccc3n12	98	110	103	102	104	93	107	92
CC1(C)N=C(N)N=C(N)N1c1cccc(Br)c1	69	.	20	56	47	24	30	81
CC(=O)Nc1ccc(S(=O)(=O)CCc2ccncc2)cc1	91	101	99	89	110	92	98	78
Oc1cccc(-c2nc(-c3nn(CN4CCCCC4)c(=S)o3)cc3c2[nH]c2ccccc23)c1	99	94	98	83	103	94	88	91
Cc1ccc2sc3c(NCCN)nc4ccccc4c3c(=O)c2c1	102	85	16	108	88	48	99	66
CC(O)CC(C)(C)N (stereo unspecified)	107	109	103	109	.	94	100	113
CCOC(=O)/C(C)=N\Nc1cccc([N+](=O)[O-])c1	113	94	97	115	120	71	93	102
Cc1c(C(=O)OCCO)cc(-c2ccc(Cl)cc2)n1-c1ccccc1	74	83	73	77	83	67	71	24
COc1cccc(Cn2cc(C(=O)Nc3cccnc3Nc3cc(OC)cc(OC)c3)nn2)c1	104	95	94	111	101	98	84	95
O=C1N(C[P+](c2ccccc2)(c2ccccc2)c2ccccc2)CCCN1C[P+](c1ccccc1)(c1ccccc1)c1ccccc1	103	100	108	101	103	99	95	.
COc1ccc2c(c1)c1n[nH]c(=S)nc1n2CC(=O)O	99	98	91	116	107	93	92	107
CSc1nccc(-c2c(-c3ccc(F)c(OCc4ccc(F)cc4)c3)nc3sccn23)n1	104	88	74	64	71	65	38	66
COc1ccc(-c2nc3ccccc3c(=O)n2-c2ccc(NS(=O)(=O)C3C(=O)ON=[N+]3c3ccc(C)cc3)cc2)cc1 (stereo unspecified)	119	93	97	107	115	87	92	88
CCOC(=O)c1ccccc1-c1c2ccc(=[N+](C)C)cc-2oc2cc(N(C)C)ccc12	28	26	95	5.1*	-10*	4.0*	9.5*	6.7*
CCCCOc1ccc(NC(=O)n2nc(N=NN(C)C)c3ccc(Cl)cc32)cc1	122	94	.	125	99	85	86	.
O=C(CSc1nc2ccccc2c(=O)[nH]1)c1ccc(-c2ccccc2)cc1	101	49	82	103	81	82	71	63
Cc1ccc(Cl)cc1Nc1nc(C(F)(F)F)ccc1C(=O)N/N=C/c1cccnc1	15	40	19	28	37	12	28	33
COc1cc2nc(Cl)nc(Nc3ccc(S(=O)(=O)Nc4cc(C)on4)cc3)c2cc1OC	98	104	91	90	99	97	91	102
CCN=NNc1ccc(C)cc1	96	104	95	108	90	93	99	85
CC1(C)N=C(N)N=C(N)N1c1cccc(CN)c1	.	96	89	86	95	96	96	102
O=C(O)Cc1ccc(Cl)cc1	102	100	103	111	105	99	110	117
COc1cc(NC(N)=NCCC(C)(C)Oc2ccc(C(F)(F)F)cc2)cnc1C#N	88	90	81	85	95	71	92	63

A draw from above in order of heavy-atom count, highest first.
SMILES	MALME-3M	HS 578T	LOX IMVI	UACC-257	BT-549	MCF7	UACC-62	T-47D
O=C1N(C[P+](c2ccccc2)(c2ccccc2)c2ccccc2)CCCN1C[P+](c1ccccc1)(c1ccccc1)c1ccccc1	103	100	108	101	103	99	95	.
COc1ccc(-c2nc3ccccc3c(=O)n2-c2ccc(NS(=O)(=O)C3C(=O)ON=[N+]3c3ccc(C)cc3)cc2)cc1 (stereo unspecified)	119	93	97	107	115	87	92	88
COc1cccc(Cn2cc(C(=O)Nc3cccnc3Nc3cc(OC)cc(OC)c3)nn2)c1	104	95	94	111	101	98	84	95
CSc1nccc(-c2c(-c3ccc(F)c(OCc4ccc(F)cc4)c3)nc3sccn23)n1	104	88	74	64	71	65	38	66
CCOC(=O)c1ccccc1-c1c2ccc(=[N+](C)C)cc-2oc2cc(N(C)C)ccc12	28	26	95	5.1*	-10*	4.0*	9.5*	6.7*
Cc1ccc(Cl)cc1Nc1nc(C(F)(F)F)ccc1C(=O)N/N=C/c1cccnc1	15	40	19	28	37	12	28	33
Cc1c(C(=O)OCCO)cc(-c2ccc(Cl)cc2)n1-c1ccccc1	74	83	73	77	83	67	71	24
N#Cc1c(N=Cc2ccc(Cl)cc2)n[nH]c1Nc1ccccc1	101	95	106	109	.	90	87	104
O=C(CN1CCCCC1)Sc1nnc2sc3ccccc3n12	98	110	103	102	104	93	107	92
COc1ccc2c(c1)c1n[nH]c(=S)nc1n2CC(=O)O	99	98	91	116	107	93	92	107
Cc1ccsc1[C@@H]1C[C@@H]2Cc3cc(F)ccc3N1O2	.	.	103	96	104	100	93	88
CCOC(=O)/C(C)=N\Nc1cccc([N+](=O)[O-])c1	113	94	97	115	120	71	93	102
CCN=NNc1ccc(C)cc1	96	104	95	108	90	93	99	85
CC(O)CC(C)(C)N (stereo unspecified)	107	109	103	109	.	94	100	113

Further entries:
SMILES	MALME-3M	HS 578T	LOX IMVI	UACC-257	BT-549	MCF7	UACC-62	T-47D
O=[N+]([O-])c1ccc(S(=O)(=O)Nc2ccsc2-c2nc(-c3ccccc3)no2)cc1	94	81	92	91	95	94	79	.
CC(=O)OCCOc1cc(Cl)c(Cl)cc1Cl	114	103	101	102	92	104	98	101
Cc1nn2c(-c3nc4cc(C)c(C)cc4[nH]3)c(-c3ccccc3)nc2s1	84	.	89	129	96	88	100	93
N/C(Cc1nc2ccccc2s1)=N/O	103	94	82	91	95	58	68	37
N#Cc1c(-c2ccc(F)cc2)cc(-c2cccnc2)[nH]c1=O	101	101	98	94	97	92	95	89
O=C1NC(=O)C2C3C(C(O)(c4ccccc4)c4ccccn4)=CC(/C3=C(\c3ccccc3)c3ccccn3)C12 (stereo unspecified)	112	93	101	113	91	107	77	94
CO[C@H](C(=O)[C@@H](O)[C@@H](C)O)[C@@H]1Cc2cc3cc(O[C@H]4C[C@@H](O[C@H]5C[C@@H](O)[C@H](O)C(C)O5)[C@H](O)C(C)(O)O4)cc(O)c3c(O)c2C(=O)[C@H]1O[C@H]1C[C@@H](O[C@H]2C[C@@H](O[C@H]3C[C@@H](OC)[C@H](O)C(C)O3)[C@@H](O)C(C)O2)[C@H](O)C(C)O1 (stereo partly specified)	-11*	26	2.8*	-16*	4.4*	6.9*	-40*	13
COc1cc(C(=O)/C=C/c2c(-c3ccc(Cl)cc3)nc3sc(-c4ccccc4)c(-c4ccccc4)n23)cc(OC)c1OC	.	95	88	79	86	84	78	89
COc1cc(C)c(C(O)(c2ccccc2)c2ccccc2)cc1C(C)C	100	100	93	96	101	99	84	84
CC(C)c1ccc(CNCC(O)c2ccccc2)cc1 (stereo unspecified)	117	109	100	107	97	85	99	102
CC(=O)[C@H]1CCC2C3CCC4=CC(=O)CC[C@]4(C)C3CC[C@@]21C (stereo partly specified)	93	60	91	90	71	92	57	57
Cc1cc(N2CCOCC2)nc(N[C@@H]2CCC[C@H](Nc3ccnc4cc(Cl)ccc34)C2)n1	-75*	-11*	-77*	-86*	26	5.3*	-80*	-57*
CC(C)=NNc1cnnc2ccc([N+](=O)[O-])cc12	94	89	87	95	96	69	85	81
